# Source: PubChem BioAssay
# DRD3 antagonist: blocks the human D3 dopamine receptor. 2.5% of 360,000 active. D3R cells, DiscoveRx beta-arrestin luminescence, antagonist mode; stronger effect = lower value. max response, negative = inhibition, %. AID 652054; in the data active means max response below about -50%; inconclusive means no clear call, values can overlap the other calls; further: on the % scale 0 is the no-effect control and ±100 the full control effect; mostly tested at two doses, the higher about 12 µM
# Target sequence (P35462 whole entry, looked up): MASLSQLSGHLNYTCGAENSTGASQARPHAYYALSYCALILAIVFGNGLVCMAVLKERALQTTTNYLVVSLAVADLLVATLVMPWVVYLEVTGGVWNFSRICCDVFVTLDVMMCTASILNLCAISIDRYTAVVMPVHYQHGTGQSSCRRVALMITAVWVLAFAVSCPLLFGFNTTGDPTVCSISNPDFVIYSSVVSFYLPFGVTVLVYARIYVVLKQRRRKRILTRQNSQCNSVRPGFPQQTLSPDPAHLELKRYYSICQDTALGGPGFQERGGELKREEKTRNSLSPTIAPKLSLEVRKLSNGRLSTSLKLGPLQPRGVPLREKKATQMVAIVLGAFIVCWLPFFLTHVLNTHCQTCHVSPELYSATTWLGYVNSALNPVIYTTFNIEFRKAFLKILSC
#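 Cells expressing the human receptor were seeded at 1500 cells/well, incubated overnight at 37 degrees C in 5% CO2, then exposed to library compounds with dopamine controls for 90 minutes at 37 degrees C before luminescent detection.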
# PTHR1 ag: PTHR1 (human) receptor agonism; Q03431; HEK293 GP2 PTHR1 cells, GloSensor cAMP luminescence, 1 h; Potency, µM (doses to about 115 µM), without a hit: at the highest dose activation, hits mostly activators; 0.075% of 410,000 active; AID 743266; further: potency means the concentration at half of the fitted maximal effect; nearly all actives have a fitted effect of over 55% in size; some results filed as inactive show a strong effect at the top dose; inactives centre near -15; many of its hits are not listed in these tables
#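 HEK-293-derived GP2 cells expressing PTHR1 and a GloSensor cAMP reporter, 3,000/well, plated overnight, given luciferin plus IBMX (each 0.5 mM as added) for 1 h at 37 °C, then compound for 1 h at 37 °C. Luminescence was read after 15 min at room temperature.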
# Akt phos inh: Akt phosphorylation inhibition; Neuro2A IGF-stimulated pAkt S473 HTRF, 20 min; stronger effect = lower value; activity change, % for hits at 50 µM; 0.32% of 360,000 active; AID 651550; in the data active means activity change below about -80%; inconclusive means mostly about -51% to -80%; further: on the % scale 0 is the no-effect control and ±100 the full control effect
#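 Neuro2A cells (4,500/well, DMEM with 0.5% FBS) were treated with compound at a single 50 µM final concentration, stimulated with 6 nM IGF for 20 min at 37 °C, and lysed. Phospho-Akt Ser473 was read by HTRF as 665/615 ratio ×10^4.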
# FUS suppressor: rescues growth of FUS-expressing yeast; S. cerevisiae FUS-expressing, growth rescue, OD600, 24 h; Potency, µM (highest dose often 76.6 µM), inactives show top-dose growth rescue (activation), most hits filed as activators; 0.24% of 390,000 active; AID 1347120;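 further: potency means the concentration at half of the fitted maximal effect; plate controls were DMSO vehicle for no effect and reference control for full effect; nearly all actives have a fitted effect of over 55% in size; some results filed as inactive show a strong effect at the top dose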
#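 FUS-expressing yeast, raffinose-pregrown, induced in 2% galactose minimal medium at OD 0.005; compounds in a dilution series, 24hr at 30C. Growth restoration read as absorbance at 600 nm. CP55940 positive control, DMSO negative.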
# GLP-1R inv ag: acts as inverse agonist at human GLP-1 receptor; P43220; HEK293 GLP-1R CRE-luciferase, luminescence, 24 h; GLP-1R form is constitutively active; Potency, µM (top dose mostly 38.3 µM), for inactives: top-dose activity change, negative = inhibition, most hits filed as inhibitors; 1.6% of 410,000 active; AID 624417; further: potency means the concentration at half of the fitted maximal effect; on the % scale 0 is the no-effect control and ±100 the full control effect; nearly all actives have a fitted effect of over 55% in size
# Target sequence (P43220 whole entry, looked up): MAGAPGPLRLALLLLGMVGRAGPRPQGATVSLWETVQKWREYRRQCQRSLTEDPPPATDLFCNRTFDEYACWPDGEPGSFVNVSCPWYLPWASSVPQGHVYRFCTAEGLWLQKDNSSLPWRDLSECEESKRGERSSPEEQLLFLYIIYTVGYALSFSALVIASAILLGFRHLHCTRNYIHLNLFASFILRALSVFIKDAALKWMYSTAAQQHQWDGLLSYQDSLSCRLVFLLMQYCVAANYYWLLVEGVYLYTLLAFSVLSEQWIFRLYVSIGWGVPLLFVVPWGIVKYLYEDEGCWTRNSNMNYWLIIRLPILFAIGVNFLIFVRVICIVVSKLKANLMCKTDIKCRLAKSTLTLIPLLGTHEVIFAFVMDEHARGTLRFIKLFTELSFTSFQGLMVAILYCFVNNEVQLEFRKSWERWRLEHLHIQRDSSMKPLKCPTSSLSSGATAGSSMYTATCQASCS
#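 Inverse agonists were sought by their lowering of basal cAMP reporter luciferase output in HEK293 cells stably carrying constitutively active human GLP-1R, after 24 h compound treatment.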
# Abeta yeast res: A-beta toxicity reversal in yeast | yeast expressing A-beta42, growth rescue, OD600, 48 h; response scale: 0% DMSO, 100% iron-clioquinol control | Potency, µM (series often up to 46.1 µM), without a hit: top-dose growth rescue, hits mostly activators | 0.063% of 410,000 active | AID 1347071; further: potency means the concentration at half of the fitted maximal effect; nearly all actives have a fitted effect of over 55% in size
#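 Yeast growth medium received pinned compounds, then yeast cells expressing toxic A-beta were added; plates incubated at 30 C for 48 hr. Growth read as absorbance at 600 nm, normalized to DMSO and equimolar FeCl3 plus clioquinol controls.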
# GLP1R ag: agonists of human GLP-1 receptor; HEK293 GLP-1R CRE-luciferase, luminescence, 4-6 h; cells express a hypersensitive GLP-1R form; AID 624172; 0.007% of 380,000 active; Potency, µM (top dose mostly 45.6 µM), without a hit: at the highest dose activation, actives largely listed as activators; P43220; further: potency means the concentration at half of the fitted maximal effect; % of control where 0% means no effect
# TDP43 rescue: inhibitors of TDP-43 toxicity in yeast. TDP-43 expressing yeast growth rescue, BacTiter-Glo, 24 h. Potency, µM (doses to about 46.1 µM), without a hit: at the top dose growth rescue (activation), most hits filed as activators. 1.8% of 410,000 active; further: potency means the concentration at half of the fitted maximal effect; % of control where 0% means no effect; nearly all actives have a fitted effect of over 50% in size
#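 Yeast cells expressing TDP-43 under galactose induction are exposed to compounds for 24 hr at 30 deg C. BacTiter-Glo luminescence measures growth, so protective compounds score as activators.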
# aSyn yeast inh: alpha-synuclein toxicity inhibition in yeast; Potency, µM (titrated, usually from 46.1 µM), inactives show at the highest dose growth rescue (activation), actives largely listed as activators; Yeast expressing alpha-synuclein, growth rescue, BacTiter-Glo, 24 h; AID 652106; 0.14% of 370,000 active; further: potency means the concentration at half of the fitted maximal effect; % of control where 0% means no effect; nearly all actives have a fitted effect of over 65% in size
#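 Galactose-induced alpha-syn yeast (OD600=0.02, raffinose-pregrown) + pinned cpd, 24 hr, 30 deg C; growth by BacTiter-Glo luminescence. Growth restoration scores as activation.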
# Numbers without * were called inactive; i = inactive; ? = inconclusive; · = not tested or not shown; & = joins results of further samples; [ ] = dose if it differs, or a comment. Unless noted, the call rests on the fitted dose curve; in most records, active means well fitted curve in the direction sought with a large enough effect; inconclusive means small, poorly fitted or top-dose-only effect, or another doubt; inactive means no such curve, though single readings can be large; an effect the other way counts as inactive or inconclusive. A portion of the library. The share of hits here may be higher or lower than overall.
(1) COc1ccc(S(=O)(=O)NC(CC(C)C)C(=O)NC(C)c2cccs2)cc1 (stereo unspecified)
(2) CCOc1cc(S(=O)(=O)NCCc2c(C)[nH]c3ccc(C)cc23)ccc1F
(3) O=C(NCCS(=O)(=O)c1ccc(Br)cc1)c1c(F)cccc1F
(4) O=C(NC1CCCc2ccccc21)c1cccc(Br)c1 (stereo unspecified)
(5) CC1CCCC(NC(=O)COC(=O)/C=C/c2ccc3c(c2)OCO3)C1C (stereo unspecified)
(6) CCCC(=O)c1c[nH]c(C(=O)NCc2ccco2)c1
(7) O=C(CC(C(=O)N1CCc2ccccc21)n1ccnc1)NCC1CCCO1 (stereo unspecified)
(8) COc1ccc(CCNC(=O)CCCCn2c(=O)c3ccccc3n(Cc3cccc(C)c3)c2=O)cc1OC
(9) CCn1c(SCC(=O)NC2CC2)nnc1-c1ccncc1
(10) COc1cccc(Cn2c(=O)ccc3ccccc32)c1

assay / entry	1	2	3	4	5	6	7	8	9	10
DRD3 antagonist	1	·	21	-15	0	0	?	·	-3	-4
PTHR1 ag	-14%	-33%[inhibitor]	10%	i	-4%	i	i	-20%	-18%	i
Akt phos inh	i	·	i	i	i	i	i	·	i	i
FUS suppressor	-5%	-8%	4%	·	9%	-14%	13%	24%	-26%	-13%
GLP-1R inv ag	8%	?	3%	?	10%	1%	1%	-15%	3%	8%
Abeta yeast res	-9%	-2%	0%	4%	-13%	-20%	-16%	-9%	0%	-24%
GLP1R ag	-1%	·	-5%	0%	9%	-4%	-1%	0%	-3%	-1%
TDP43 rescue	2%	0%	-9%	-13%	-6%	1%	-28%	28%	-2%	1%
aSyn yeast inh	0%	·	5%	-2%	-3%	1%	-5%	·	?	-19%

# Some values from above.
# In GLP-1R inv ag, CCn1c(SCC(=O)NC2CC2)nnc1-c1ccncc1 shows 3%
# In DRD3 antagonist, CCCC(=O)c1c[nH]c(C(=O)NCc2ccco2)c1 shows 0
# In GLP-1R inv ag, COc1cccc(Cn2c(=O)ccc3ccccc32)c1 shows 8%

# Continued.
(11) Cc1[nH]n(-c2ccc([N+](=O)[O-])cc2)c(=O)c1C=NCC1CCCO1 (stereo unspecified)
(12) COc1ccc(C(C)=O)cc1COc1ccc([N+](=O)[O-])c(C)c1
(13) O=c1[nH]c(SCc2ccc(F)cc2)nc2c1cnn2-c1ccc(F)cc1
(14) CC(C)(C)C(=O)Nc1cccc(-c2nc3ccccc3c(=O)o2)c1
(15) COc1ccc2nc(NC(=O)CN3C(=O)NC4(CCCC4)C3=O)sc2c1
(16) COC(=O)c1cccnc1-n1c(=O)c2cccnc2n(CC(=O)Nc2ccc(C)cc2C)c1=O
(17) O=C(CN1CCN(S(=O)(=O)c2ccc(Br)cc2)CC1)Nc1ccc2c(c1)OCCO2
(18) COc1ccc2[nH]c3c(c2c1)CCN1C(=O)C(CC(=O)NCCc2ccccn2)C[C@H](C(=O)N(C(C)C)C(C)C)[C@@]31C (stereo partly specified)
(19) Cc1cccc(NC(=O)NNC(=O)COc2ccc(Cl)cc2)c1
(20) Cc1c(Cl)cccc1Nc1ccccc1C(=O)O

assay / entry	11	12	13	14	15	16	17	18	19	20
DRD3 antagonist	-15	2	28	11	9	·	?	23	14	4
PTHR1 ag	-4%	-14%	i	-64%[inhibitor][57.5 µM]	i	-14%	-3%[57.5 µM]	-7%	i	-20%
Akt phos inh	i	i	i	i	i	·	i	i	i	i
FUS suppressor	-4%	-8%	4%	-2%	-5%	6%	15%	28%	?	14%
GLP-1R inv ag	13%	?	4%	-29%	-3%	9%	?	-8%	4%	3%
Abeta yeast res	-3%	-3%	-3%	-7%	3%	-17%	15%	-1%	-4%	-17%
GLP1R ag	15%	?	0%	-1%	3%	·	0%	-5%	-6%	-5%&-3%
TDP43 rescue	-8%	1%	10%	-6%	13%	12%	16%	11%	8%	0%
aSyn yeast inh	-9%	-1%	-1%	-2%	2%	·	11%	0%	0%	6%

(21) COc1cc(NC(=O)CCCc2c[nH]c3ccccc23)cc(OC)c1
(22) CCN1CCN(c2nc3c(C)cccn3c(=O)c2/C=C(\C#N)C(=O)NC)CC1
(23) CCCCc1nc(NCc2ccccc2)c(C#N)c2c1COC(C)(C)C2
(24) CCC(=O)N1CCN(c2ccccc2NC(=O)COc2cccc(C)c2)CC1
(25) Cc1cc(Br)cn2c(Cc3ccsc3)c(-c3ccc(C#N)cc3)nc12
(26) CC1=CCC2C(=O)N(c3ccc(N4CCOCC4)cc3)C(=O)C2C1 (stereo unspecified)
(27) c1ccc(-c2cc3c(-n4cccc4)ncnc3o2)cc1
(28) O=C1[C@@H]2[C@@H]3C[C@@H]([C@H]4ON=C(c5ccc(Cl)cc5)[C@@H]34)[C@@H]2C(=O)N1C1CCCCC1
(29) Cc1cc(OCC(=O)OCC(=O)NC2CCS(=O)(=O)C2)ccc1Cl (stereo unspecified)
(30) COc1ccc(C(=O)CNc2ccccc2C#N)cc1

assay / entry	21	22	23	24	25	26	27	28	29	30
DRD3 antagonist	-10	-8	-15	-29	4	-2	18	-1	16	-20
PTHR1 ag	8%	i	i	9%[57.5 µM]	-39%[inhibitor]	i	-27%	-23%	-24%	i
Akt phos inh	i	i	i	·	i	i	i	i	i	i
FUS suppressor	24%	11%	-31%	33%	34%	21%	·	29%	-10%	37%
GLP-1R inv ag	?	27%	27%	?	-7%	2%	8%	?	21%	8%
Abeta yeast res	10%	-8%	-18%	-21%	-15%	-1%	3%	?	5%	3%
GLP1R ag	-9%	3%	8%	1%	8%	0%	-1%	-1%	-1%	2%
TDP43 rescue	5%	-1%	-11%	-2%	-3%	-29%	0%	11%	6%	9%
aSyn yeast inh	-1%	12%	-7%	13%	1%	-6%	3%	4%	3%	2%

# Nothing new here: an excerpt of the list.
(29) Cc1cc(OCC(=O)OCC(=O)NC2CCS(=O)(=O)C2)ccc1Cl (stereo unspecified)
(30) COc1ccc(C(=O)CNc2ccccc2C#N)cc1

assay / entry	29	30
DRD3 antagonist	16	-20
PTHR1 ag	-24%	i
Akt phos inh	i	i
FUS suppressor	-10%	37%
GLP-1R inv ag	21%	8%
Abeta yeast res	5%	3%
GLP1R ag	-1%	2%
TDP43 rescue	6%	9%
aSyn yeast inh	3%	2%

# (list continues)
(31) CC(C)(OC(=O)c1ccc(C(F)(F)F)cc1)c1cc2ccccc2c(=O)o1
(32) CCn1c(SCC(=O)Nc2ccc(C(C)=O)cc2)nc2nc3c(cc2c1=O)CCCC3
(33) N#Cc1cc(-c2ccccc2)nc(Oc2ccccc2)n1
(34) Cc1ccc2c(CN3CCN(Cc4ccccc4)CC3)cc(=O)oc2c1C
(35) Cc1nn2c(=O)cc(COC(=O)c3cccs3)nc2s1
(36) Cc1c(Br)c([N+](=O)[O-])nn1CC(=O)Nc1sc2c(c1C(=O)OC(C)C)CCCC2
(37) CC(C)c1ccc2nc3sc(C(=O)N4CCc5ccccc5C4)c(N)c3cc2c1
(38) CCCCc1cc(=O)oc2cc(C)cc(OCC(=O)NC(Cc3ccc(Cl)cc3)C(=O)O)c12 (stereo unspecified)
(39) CN(C(=O)c1oc(=O)c2ccccc2c1-c1ccccc1)c1cccc(Cl)c1
(40) C#CCn1c(=O)n(-c2cccc(Cl)c2C)c(=O)c2c3c(sc21)CN(C(C)=O)CC3

assay / entry	31	32	33	34	35	36	37	38	39	40
DRD3 antagonist	5	44	0	14	·	15	48	4	·	·
PTHR1 ag	-16%	-33%[inhibitor]	-41%[inhibitor]	i	-1%	i	i	-24%	-26%	-42%[inhibitor]
Akt phos inh	i	i	i	i	·	i	·	i	·	·
FUS suppressor	-10%	40%	-15%	13%	1%	-2%	32%	12%	31%	24%
GLP-1R inv ag	?	13%	?	?	2%	4%	-23%	-15%	?	7%
Abeta yeast res	-7%	-8%	-4%	-9%	-3%	7%	-7%	-12%	-16%	-17%
GLP1R ag	14%	8%	-7%	15%	·	-1%	0%	-4%	·	·
TDP43 rescue	19%	-12%	?	-27%	7%	13%	-2%	3%	25µM*	9%
aSyn yeast inh	-15%	-16%	13%	-2%	·	-18%	-8%	0%	·	·

(41) CN(C(=O)c1cccc(NC(=O)Cc2cccc(NC(=O)C3CCCN(C(=O)CCc4ccccc4)C3)c2)c1)C1CCC1 (stereo unspecified)
(42) COCc1nnc(NC(=O)CSc2ccccc2)s1
(43) C=CCN(c1ccccc1)S(=O)(=O)c1cccc(C(=O)NCC2CCCO2)c1 (stereo unspecified)
(44) Cn1nnc2c(NCc3ccccc3Cl)ncnc21
(45) O=C(CCNS(=O)(=O)c1ccc2ccccc2c1)NCCOc1ccccc1
(46) O=C(CSCc1ccccc1)NNC(=S)Nc1cccc(Cl)c1Cl
(47) CCn1c(/C=C/c2ccc(F)cc2)nc2ccccc2c1=O
(48) CC(C)(C)c1ccc(CNc2ccc([N+](=O)[O-])cn2)cc1
(49) O=S(=O)(/N=C(/Nc1ccc(F)c(F)c1F)c1ccccc1)c1ccccc1

assay / entry	41	42	43	44	45	46	47	48	49
DRD3 antagonist	27	-13	1	·	-9	90	24	1	-14
PTHR1 ag	-45%[inhibitor]	-32%[inhibitor]	i	?	-53%[inhibitor]	-30%[57.5 µM]	-1%	-85%[inhibitor]	i
Akt phos inh	i	·	i	·	i	i	i	i	i
FUS suppressor	?	-2%	13%	24%	10%	-5%	-4%	·	-15%
GLP-1R inv ag	10%	-5%	4%	3%	?	?	?	?	18%
Abeta yeast res	-1%	-12%	8%	-17%	9%	2%	-5%	-13%	11%
GLP1R ag	2%	0%	-2%	·	0%	-13%	20%	0%	19%
TDP43 rescue	13%	18%	19%	?	4%	6%	22µM*	17%	0%
aSyn yeast inh	0%	·	-4%	·	-6%	-10%	-13%	-20%	1%
